TcdB GH inh: inhibitors of Clostridioides difficile toxin B glycohydrolase | P18177 | TcdB glycohydrolase enzymatic assay, plate reader | inhibition, % at 9.99 µM | actives 0.24% (n = 350,000) | AID 652162; in the data active = inhibition above about 10%
Active calls of the source: *.

molecule | TcdB GH inh
C[C@H](CO)N1C[C@H](C)[C@@H](CN(C)CC2CCCCC2)Oc2ccc(NC(=O)Cc3ccccc3)cc2C1=O | -0.5
C/C=C/c1ccc([C@H]2[C@@H](CO)N(C(=O)C3CCCC3)C23CN(C(=O)NC(C)C)C3)cc1 | -0.3
C[C@H]1CN([C@@H](C)CO)C(=O)c2cc(C#Cc3ccc(F)cc3)cnc2O[C@@H]1CN(C)CC1CCOCC1 | -0.5
C[C@@H]1CN([C@H](C)CO)C(=O)c2cc(-c3ccccc3F)cnc2O[C@H]1CN(C)C | -2.8
O=S(=O)(NCC[C@@H]1CC[C@@H](NS(=O)(=O)c2ccccc2Cl)[C@H](CO)O1)c1ccc(Cl)cc1 | 0.1
C[C@H]1CN([C@@H](C)CO)C(=O)c2cc(-c3ccc(C(=O)N(C)C)cc3)cnc2O[C@@H]1CN(C)C | -0.8
O=C(C[C@@H]1C[C@H]2c3cc(NC(=O)Cc4ccncc4)ccc3O[C@H]2[C@@H](CO)O1)NCC1CC1 | -1.1
C[C@@H]1CN([C@H](C)CO)C(=O)c2cccc(NC(=O)CCCCCC(=O)Nc3ccccc3N)c2O[C@H]1CN(C)Cc1ccc(Oc2ccccc2)cc1 | 0.5
CN1C(=O)c2cc(NC(=O)c3cccc(C(F)(F)F)c3)ccc2OC[C@@H]2O[C@@H](CC(=O)NCCN3CCCC3)CC[C@@H]21 | -0.3
CC(C)C(=O)Nc1ccc2c(c1)C(=O)N(C)[C@H]1CC[C@@H](CC(=O)O)O[C@H]1CO2 | -1.5
O=C(Nc1cccc(Cl)c1)N1C[C@@H]2[C@H](c3ccccc31)[C@H](CO)N2Cc1cccnc1 | -1.6
CCCC#Cc1ccc2c(c1)O[C@H](CN(C)CC1CCOCC1)[C@@H](C)CN([C@H](C)CO)S2(=O)=O | -0.1
O=C(Nc1cccc(F)c1)N1CC(=O)N2[C@H](C1)[C@@H](c1ccc(Br)cc1)[C@@H]2CO | -0.2
C[C@@H]1CN([C@@H](C)CO)C(=O)Cc2cc(NC(=O)Nc3ccccc3)ccc2O[C@H]1CN(C)S(C)(=O)=O | -0.6
CN1CCN(C(=O)C[C@H]2CC[C@H]3[C@@H](COC[C@@H](O)CN3C(=O)Cc3ccccc3)O2)CC1 | -0.6
Cc1ccc(S(=O)(=O)N(C)C[C@@H]2Oc3cc(C#Cc4ccncc4)ccc3S(=O)(=O)N([C@H](C)CO)C[C@H]2C)cc1 | 0.2
O=C(c1ccc(F)cc1)N1CC(=O)N2[C@@H](CO)[C@@H](c3ccc(C#CC4CC4)cc3)[C@@H]2C1 | -0.1
C[C@H](NC(=O)C[C@@H]1CC[C@H](NC(=O)c2cccnc2)[C@@H](CO)O1)c1ccccc1 | 0.6
C[C@@H]1CN([C@@H](C)CO)C(=O)c2cc(NC(=O)CCC(F)(F)F)ccc2O[C@@H](C)CCCCO[C@H]1CN(C)S(=O)(=O)c1ccc(Cl)cc1 | -0.6
O=C(N[C@H]1CC[C@H](CCNS(=O)(=O)c2ccc(F)cc2)O[C@H]1CO)C1CC1 | 0.1
O=C(N[C@H]1CC[C@H](CCn2cc(Cc3ccccc3)nn2)O[C@@H]1CO)c1ccccn1 | 0.0
COc1ccc(NC(=O)N[C@H]2CC[C@@H](CC(=O)NC3CCC3)O[C@H]2CO)cc1 | 1.0
CN(C)CC(=O)N[C@H]1CC[C@@H](CC(=O)O)O[C@H]1CO | -1.0
COc1ccc(S(=O)(=O)N(C)C[C@H]2Oc3ccc(NC(=O)Nc4cccc5ccccc45)cc3CC(=O)N([C@@H](C)CO)C[C@H]2C)cc1 | -0.9
CCCC#Cc1ccc2c(c1)O[C@@H](CN(C)C(=O)c1ccncc1)[C@H](C)CN([C@H](C)CO)S2(=O)=O | -0.3
C[C@@H]1CN([C@@H](C)CO)C(=O)c2cc(-c3ccccc3)cnc2O[C@@H]1CN(C)C(=O)Cc1cccnc1 | -1.8
C[C@@H]1CN([C@H](C)CO)C(=O)c2cccc(NS(=O)(=O)c3cccs3)c2O[C@@H]1CN(C)Cc1ccc2c(c1)OCO2 | -5.6
CCCN(C)C[C@H]1OCCCC[C@H](C)Oc2ccc(NS(=O)(=O)c3ccc(Cl)cc3)cc2C(=O)N([C@@H](C)CO)C[C@H]1C | -17
C[C@H]1CN([C@@H](C)CO)C(=O)c2cc(NC(=O)CCN3CCOCC3)ccc2O[C@@H]1CN(C)Cc1ccc(C(=O)Nc2ccccc2N)cc1 | 0.4
COc1cccc(-c2cn(CC[C@H]3CC[C@H](NC(=O)CC4CC4)[C@@H](CO)O3)nn2)c1 | 1.4
C[C@@H]1CN([C@@H](C)CO)C(=O)c2cc(C3=CCCC3)cnc2O[C@@H]1CN(C)C(=O)Nc1cccc(F)c1 | 0.9
CCCNC(=O)Nc1ccc2c(c1)C(=O)N(C)C[C@@H](OC)[C@H](C)CN(Cc1cccnc1)[C@H](C)CO2 | 0.6
COc1ccc(CN(C)C[C@H]2Oc3ccc(NC(=O)Nc4c(C)noc4C)cc3C(=O)N([C@@H](C)CO)C[C@H]2C)cc1 | -1.0
C[C@H](CO)N1C[C@H](C)[C@H](CN(C)S(=O)(=O)c2ccc(F)cc2)Oc2ccc(NS(=O)(=O)c3cccs3)cc2CC1=O | 0.2
O=C(C[C@@H]1CC[C@H](NC(=O)C2CCOCC2)[C@H](CO)O1)Nc1ccccc1 | 0.6
CN(C)C(=O)C[C@@H]1CC[C@H](NC(=O)NC2CCCC2)[C@H](CO)O1 | 0.4
CCC(=O)N(C)C[C@@H]1Oc2ncc(/C=C/c3ccccc3)cc2C(=O)N([C@@H](C)CO)C[C@H]1C | 0.5
O=C(O)C[C@H]1C[C@@H]2c3cc(NC(=O)NC4CCCC4)ccc3O[C@@H]2[C@H](CO)O1 | 0.3
CN1c2ccc(-c3ccccc3)cc2[C@H]2[C@H](CCN2C(=O)Cc2ccccc2)[C@@H]1CO | -1.2
O=C(c1ccncc1)N1CCCCN2[C@H](C1)[C@H](c1ccc(-c3ccccc3)cc1)[C@@H]2CO | 0.7

Among those listed so far, these have a Cl atom.
molecule | TcdB GH inh
O=S(=O)(NCC[C@@H]1CC[C@@H](NS(=O)(=O)c2ccccc2Cl)[C@H](CO)O1)c1ccc(Cl)cc1 | 0.1
O=C(Nc1cccc(Cl)c1)N1C[C@@H]2[C@H](c3ccccc31)[C@H](CO)N2Cc1cccnc1 | -1.6
C[C@@H]1CN([C@@H](C)CO)C(=O)c2cc(NC(=O)CCC(F)(F)F)ccc2O[C@@H](C)CCCCO[C@H]1CN(C)S(=O)(=O)c1ccc(Cl)cc1 | -0.6
CCCN(C)C[C@H]1OCCCC[C@H](C)Oc2ccc(NS(=O)(=O)c3ccc(Cl)cc3)cc2C(=O)N([C@@H](C)CO)C[C@H]1C | -17

New compounds follow.
molecule | TcdB GH inh
COCC(=O)N1[C@H](C#N)[C@H](c2ccc(-c3cccc(F)c3)cc2)[C@H]1CO | 0.3
C[C@@H]1CCCCO[C@H](CN(C)C)[C@@H](C)CN([C@@H](C)CO)C(=O)c2cc(NS(=O)(=O)c3cccs3)ccc2O1 | -0.6
C[C@H](CO)N1C[C@H](C)[C@@H](CN(C)Cc2ccncc2)Oc2ccc(NS(C)(=O)=O)cc2C1=O | -0.9
O=C(c1ccccn1)N1C[C@@H]2[C@H](c3ccccc31)[C@H](CO)N2C(=O)Nc1ccccc1 | 0.7
CCS(=O)(=O)N1CC2(C1)[C@H](c1ccccc1)[C@H](CO)N2C(=O)C1CCC1 | -2.0
COc1cccc(NC(=O)N2C[C@H](O)COC[C@H]3O[C@@H](CC(=O)NC4CCCC4)CC[C@@H]32)c1 | -2.3
CN(C)C(=O)c1cccc(-c2ccc3c(c2)[C@@H]2[C@@H](CCN2S(=O)(=O)c2cn(C)cn2)[C@H](CO)N3)c1 | -0.6
O=C(CC(F)(F)F)N1C[C@H]2[C@@H](c3ccccc31)[C@@H](CO)N2C(=O)C1CCOCC1 | 0.0
O=C(c1ccccn1)N1CC(=O)N2[C@H](CO)[C@@H](c3ccc(C#Cc4ccccc4)cc3)[C@H]2C1 | 0.5
CO[C@@H]1CN(C)C(=O)c2ccc(NC(=O)NC(C)C)cc2OC[C@@H](C)N(C)C[C@H]1C | 0.4
C[C@H](CO)N1C[C@H](C)[C@H](CN(C)Cc2ccc(-c3ccccc3)cc2)Oc2ccc(NC(=O)C3CCCCC3)cc2CC1=O | -0.1
C[C@H]1CN([C@@H](C)CO)C(=O)c2cc(C#Cc3ccccc3F)cnc2O[C@@H]1CN(C)C(=O)c1ccc2c(c1)OCO2 | 1.4
C[C@H](CO)N1C[C@H](C)[C@@H](CN(C)C)Oc2cc(/C=C/c3ccccc3)ccc2S1(=O)=O | 3.6
C[C@H](CO)N1C[C@H](C)[C@@H](CN(C)Cc2ccc3c(c2)OCO3)Oc2ccc(NS(=O)(=O)c3cccs3)cc2C1=O | 0.3
COc1ccccc1CN(C)C[C@H]1OCc2ccccc2-c2c(n(C)c3ccccc23)C(=O)N([C@@H](C)CO)C[C@H]1C | 0.7
Cn1cnc(S(=O)(=O)N[C@H]2C=C[C@H](CC(=O)NCC3CC3)O[C@@H]2CO)c1 | -2.5
COc1ccc2c3c([nH]c2c1)[C@@H](CO)N(C(=O)Nc1ccc(F)cc1)CC31CCN(C(=O)c2ccccc2F)CC1 | 0.2
CCNC(=O)C[C@@H]1CC[C@@H]2[C@H](COc3ccc(NC(=O)NC(C)C)cc3C(=O)N2C)O1 | -1.2
Cc1noc(C)c1S(=O)(=O)N(C)C[C@@H]1Oc2ccc(NC(=O)Nc3ccc4c(c3)OCO4)cc2CC(=O)N([C@@H](C)CO)C[C@@H]1C | -1.4
CCC(=O)Nc1ccc2c(c1)C(=O)N(C)[C@@H]1CC[C@H](CC(=O)NCc3ccccc3)O[C@H]1CO2 | -0.3

A different layout for 2 compounds above.
> CCS(=O)(=O)N1CC2(C1)[C@H](c1ccccc1)[C@H](CO)N2C(=O)C1CCC1
  TcdB GH inh: -2.0
> COc1cccc(NC(=O)N2C[C@H](O)COC[C@H]3O[C@@H](CC(=O)NC4CCCC4)CC[C@@H]32)c1
  TcdB GH inh: -2.3

(further entries)
molecule | TcdB GH inh
CC=Cc1ccc2n(c1=O)C[C@@H]1[C@@H](CO)[C@H](C(=O)NCc3ccncn3)N(C(=O)C3CCCC3)[C@H]21 (mixture of isomers) | -0.9
COCCOC(=O)N1C(=O)[C@@]2(c3cc(C#CCCO)ccc31)[C@H](C(=O)NC[C@H](O)c1ccccc1)[C@H]1C(=O)O[C@H](c3ccccc3)[C@H](c3ccccc3)N1[C@@H]2c1ccc(O)cc1 | -1.1
CCCC#Cc1ccc([C@@H]2[C@@H](CO)N3CCCCN(Cc4ccncc4)C[C@H]23)cc1 | 0.4
CS(=O)(=O)Nc1ccc2c(c1)[C@@H]1C[C@H](CC(=O)NCc3ccccc3F)O[C@H](CO)[C@@H]1O2 | 0.2
C[C@H]1CN([C@@H](C)CO)C(=O)c2cc(C#Cc3ccccn3)cnc2O[C@H]1CN(C)Cc1cccnc1 | -0.4
C[C@H]1CN([C@@H](C)CO)C(=O)Cc2cc(NC(=O)Nc3cccc4ccccc34)ccc2O[C@H]1CN(C)CC1CCCCC1 | 0.7
CCC(=O)N1CC2(C1)CN(CC1CCCCC1)[C@H](CO)c1c2c2ccc(OC)cc2n1C | -0.7
Cc1ccc(S(=O)(=O)Nc2ccc3c(c2)C(=O)N([C@@H](C)CO)C[C@@H](C)[C@H](CN(C)C(=O)Nc2ccc(C(F)(F)F)cc2)O3)cc1 | 0.2
COc1ccc(NC(=O)Nc2cccc3c2O[C@H](CN(C)C)[C@@H](C)CN([C@H](C)CO)C3=O)cc1 | -0.2
CCCNC(=O)N1C[C@H](C)[C@H](OC)CN(C)C(=O)c2ccc(NC(=O)CCC)cc2OC[C@@H]1C | -0.6
CN1C[C@@H](O)COC[C@H]2O[C@@H](CC(=O)NC3CCCC3)CC[C@@H]21 | -0.8
COc1ccc(S(=O)(=O)Nc2ccc3c(c2)C(=O)N([C@H](C)CO)C[C@H](C)[C@H](CN(C)Cc2ccc(-c4ccccc4)cc2)O3)cc1 | -0.5
O=C(Nc1ccc(F)cc1)N1CC(=O)N2[C@H](CO)[C@@H](c3ccc(C#CC4CC4)cc3)[C@@H]2C1 | -0.2
CC(C)NC(=O)N(C)C[C@H]1Oc2ncc(C#CC3CC3)cc2C(=O)N([C@H](C)CO)C[C@@H]1C | -0.6
Cc1ccc(S(=O)(=O)N(C)C[C@H]2Oc3ccc(NS(=O)(=O)c4cccs4)cc3C(=O)N([C@@H](C)CO)C[C@@H]2C)cc1 | -0.6
COc1ccc(NC(=O)N2CCCCN3[C@H](C2)[C@H](c2ccc(-c4ccccc4C)cc2)[C@@H]3CO)cc1 | 0.2
C[C@@H]1CCCCO[C@@H](CN(C)C(=O)Nc2ccccc2)[C@@H](C)CN([C@@H](C)CO)C(=O)c2cc(NC(=O)CCC(F)(F)F)ccc2O1 | 0.9
C[C@@H]1CN([C@@H](C)CO)C(=O)Cc2cc(NS(=O)(=O)c3cccs3)ccc2O[C@@H]1CN(C)S(=O)(=O)c1ccc(F)cc1 | 1.2
CO[C@@H]1CN(C)C(=O)c2cc(NC(=O)c3nc4ccccc4s3)ccc2OC[C@@H](C)NC[C@@H]1C | 0.3
C[C@H](CO)N1C[C@H](C)[C@@H](CN(C)Cc2ccccc2)Oc2c(NS(=O)(=O)c3cccs3)cccc2C1=O | 0.2
C[C@@H]1CN([C@@H](C)CO)C(=O)c2cc(NC(=O)Nc3ccc(C(F)(F)F)cc3)ccc2O[C@@H](C)CCCCO[C@H]1CN(C)S(=O)(=O)c1ccccc1 | -0.7
CC(C)CC#Cc1cnc2c(c1)C(=O)N([C@H](C)CO)C[C@H](C)[C@H](CN(C)C(=O)C1CCCCC1)O2 | 1.5
C[C@H](CO)N1C[C@H](C)[C@H](CN(C)C(=O)Nc2ccc(N3CCN(C)CC3)cc2)OCc2cn(nn2)CCCC1=O | -0.9
O=C(NC[C@H]1[C@H](c2ccccc2)[C@@H](CO)N1Cc1ccccn1)C1CCCC1 | -6.4

Bioassay records: PubChem BioAssay, Broad Institute

The list is partial, so the mix of outcomes need not match the whole.
